Source: PubChem
KKLEB tox: cytotoxicity in KKLEB CF airway cells, primary screen, cytotoxicity control for CF NF-kB inhibitor project, cell-based, uHTS, fluorescence assay plates. activity change (cytotoxicity), % at 5 µM. 360,000 compounds, 0.36% hits. KKLEB CF airway cells viability, ATPlite luminescence, overnight; stronger effect = lower value; cells stimulated with P. aeruginosa culture filtrate;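 active means corrected activity change at or below -50% at 5 µM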
NR2E3 ag-1: NR2E3 agonists in two-hybrid cells, primary screen, cell-based, luminescence, CHO-S, Gal4-NCOR/VP16-NR2E3; Photoreceptor-specific nuclear receptor (Homo sapiens), Q9Y5X4; 360,000 compounds, 0.35% hits; AID 602229, 2012; luciferase; inhibition of corepressor binding, % at 3.98 µM;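 active means inhibition above the mean of all tested compounds plus 3 SD, cut at about 70% in these data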;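 further: 0% = DMSO with NR2E3 transfected cells and 100% = cells lacking NR2E3 construct; higher means lower luciferase signal from less NR2E3 corepressor binding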
Target sequence (Q9Y5X4 whole entry, looked up, the tested form may be a part): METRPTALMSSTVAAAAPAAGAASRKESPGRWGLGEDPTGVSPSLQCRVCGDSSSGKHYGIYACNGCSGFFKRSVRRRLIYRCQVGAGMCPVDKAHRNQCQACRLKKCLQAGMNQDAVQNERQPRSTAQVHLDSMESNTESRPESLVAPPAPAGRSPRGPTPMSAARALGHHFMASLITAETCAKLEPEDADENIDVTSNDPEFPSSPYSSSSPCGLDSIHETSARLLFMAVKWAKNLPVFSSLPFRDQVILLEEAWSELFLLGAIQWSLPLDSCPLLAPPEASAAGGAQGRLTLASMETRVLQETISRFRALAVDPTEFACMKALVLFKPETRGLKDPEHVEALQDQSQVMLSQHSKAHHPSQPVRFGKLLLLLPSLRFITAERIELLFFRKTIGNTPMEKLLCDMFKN
aDG glyco up: activators of alpha-DG glycosylation, primary screen, uHTS, Pro5-aDG cells, AlphaScreen. activation, % at 10 µM. AID 624168, 2012. alpha-DG glycosylation AlphaScreen (IIH6); 0% Pro5, 100% B10-LARGE cell signal. 360,000 compounds, 0.22% hits;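 active means activation of at least 8% versus controls, or a plate z-score of at least 8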;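 further: Pro5 are CHO cells carrying HIG-tagged alpha-DG that lacks glycosylation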
Peg3 promoter: Peg3 promoter-driven luciferase inhibitors, primary screen, cell-based, HeLa, luciferase luminescence; inhibition, % at 20 µM; 360,000 compounds, 1.7% hits; HeLa PEG-Prom luciferase reporter, overnight;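 active means inhibition of at least 50% at 20 µM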
NR2E3 ag-2: inhibitors of NR2E3-RetCOR corepressor binding, primary screen, NR2E3 agonist project, biochemical, TR-FRET, GST-NR2E3, biotin-RetCOR | 1536-well | inhibition of corepressor binding, % at 4.78 µM | 320,000 compounds, 0.12% hits | AID 2300, 2010;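 active means percent inhibition above the cutoff of mean plus 3 SD of all tested compounds, set per screening campaign, cut at about 20% in these data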;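 further: 0% = DMSO wells and 100% = biotin wells as full block of FRET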
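system = GST-tagged NR2E3 plus biotinylated RetCOR corepressor | input = 1.35 nM GST-NR2E3 | also added = 7 nM biotin-RetCOR | schedule = 5 h incubation at 4 °C | measured by = TR-FRET with europium anti-GST and streptavidin-D2, 340 nm excitation | read-out = percent loss of FRET ratio relative to control wells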
Shn3 3UTR inh: reduction of Shn3 3'UTR firefly luciferase signal, primary screen, Schnurri-3 inhibitor project, cell-based, Clone20 osteoblasts, set 2; Clone20 osteoblast Shn3 3'UTR firefly luciferase, 24 h; inhibition, % at 12.5 µM; 360,000 compounds, 0.52% hits;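 active means mean inhibition of at least 75% with every replicate also reaching 75%; inconclusive means mean inhibition at least 75% but some replicate below; inactive means mean inhibition below 75%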;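 further: 0% = median of neutral control wells and 100% = pilot-screen positive control compound; some compounds past the cut are filed as inactive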
hiPSC survival: enhancers of single-cell hiPSC survival, primary screen, ATPlite luminescence; 100% = ROCK inhibitor wells, 0% = DMSO; survival enhancement, % at 20 µM; 360,000 compounds, 0.044% hits; AID 602274, 2012; in the data active means survival enhancement above about 18%;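 further: cells exposed to compounds for 16 hours before the ATP read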
CF NFkB block: inhibitors of PAF-induced NF-kB signaling, primary screen, cell-based, GFP fluorescence, uHTS | KKLEB NF-kB-GFP reporter, GFP fluorescence overnight | inhibition, % at 5 µM | 360,000 compounds, 0.86% hits | AID 588850, 2011;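 active means at least 50% inhibition at 5 µM, scaled per plate between neutral and stimulator controls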;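 further: PAF is a Pseudomonas aeruginosa culture filtrate used as stimulus; plate controls were PAF-stimulated DMSO wells for no effect and unstimulated DMSO wells for full effect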
TRPM1 prom inh: inhibitors of MITF-dependent TRPM1 promoter reporter, primary screen, cell-based, SK-MEL-5, single point, luciferase | inhibition, % at 12.5 µM | AID 488899, 2010 | 330,000 compounds, 0.83% hits | SK-MEL-5 TRPM1 promoter luciferase, 24 h;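 active means mean inhibition across replicates of 60% or more, whatever share of single replicates reaches that level; inconclusive means some that reach 60%, reason not given; inactive means mean inhibition across replicates below 60%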; further: values of inactives mirror those of a sister screen read the other way
HIF-2a inh: HIF-2a reporter inhibitors, primary screen, luminescence, 786-0 RCC cells; 786-0 RCC cells HIF-2a reporter, luciferase luminescence, overnight; inhibition, % at 18.8 µM; 360,000 compounds, 0.72% hits; AID 624352, 2012;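 active means inhibition of the luminescence signal of 40% or more relative to plate controls, in a single-dose primary screen at 18.75 µM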
TWEAK Fn14 block: inhibitors of TWEAK-Fn14 signaling, primary screen, luciferase reporter cells, uHTS; TWEAK-stimulated Fn14 reporter cells, luciferase luminescence, 8 h; inhibition, % at 10 µM; 360,000 compounds, 2% hits; AID 1159606, 2016; in the data active means inhibition above about 50%
* marks the source's active call; other numbers are inactive results; u = inconclusive; x = not tested or not shown. Rows are unselected; overall some 4.4% were active at least once.

SMILES	KKLEB tox	NR2E3 ag-1	aDG glyco up	Peg3 promoter	NR2E3 ag-2	Shn3 3UTR inh	hiPSC survival	CF NFkB block	TRPM1 prom inh	HIF-2a inh	TWEAK Fn14 block
COc1ccc(Nc2oc(-c3cccs3)nc2C#N)cc1	-3.2	-138.4	-0.1	-183.1	1.7	-53.2	0.0	18.3	-53.8	-307.4	4.3
Cc1sc(N/N=C/c2cc([N+](=O)[O-])ccc2O)nc1-c1ccccc1	4.2	-10.9	-0.2	-5.9	-0.9	9.6	1.9	5.4	11.3	-12.9	-29.7
O=C(OCc1ccccc1)c1ccccc1	12.5	-15.2	0.0	-9.1	0.5	-2.9	2.5	0.0	x	11.4	-33.2
O=C(NC(Cc1ccccc1)C(=O)O)c1ccco1 (stereo not drawn)	7.8	14.3	0.0	9.7	0.9	-12.8	0.0	0.1	9.5	7.0	3.5
CCC(C(=O)NCCCN1CCN(C)CC1)n1nc(C)c2sc3ccccc3c2c1=O (stereo not drawn)	1.5	-4.7	-0.4	-13.0	0.8	-15.9	-0.5	6.7	-2.3	11.0	36.9
Cc1cc(N2CCN(S(=O)(=O)c3ccccc3)CC2)nc2c(C)cccc12	18.0	-5.6	1.5	8.8	1.8	6.7	-0.4	-17.3	-13.7	11.5	-4.8
CCOC(=O)CN(C(=O)COc1nc(-c2ccccc2)cc(C)c1C#N)c1ccccc1	-5.4	-24.5	0.1	17.9	-2.2	7.1	-0.1	8.7	10.3	12.3	-11.7
Cc1ccc(-c2nnn(CC(=O)N(c3cccc(F)c3)C(C(=O)NC3CCCC3)c3ccco3)n2)o1 (stereo not drawn)	-11.1	-37.9	-0.1	0.3	-0.5	9.9	-0.6	21.2	4.3	3.0	-8.1
Cc1cc(C)cc(C(=O)NC(CC(N)=O)c2ccc(NCC3CC3)c([N+](=O)[O-])c2)c1 (stereo not drawn)	3.9	26.1	0.1	6.2	4.9	-17.8	2.9	-5.7	-8.1	4.5	1.9
CCC1CCCCN1c1nc(-c2cccc(OC)c2O)nc2ccccc12 (stereo not drawn)	-0.8	-14.7	-0.4	11.1	0.2	8.0	-0.8	16.2	15.5	7.9	29.6
CCOc1ccc(CCNC(=O)C2CCCN(c3nn4c(=O)cc(C)nc4s3)C2)cc1OCC (stereo not drawn)	5.6	0.1	0.1	4.0	3.9	1.2	-2.4	-8.3	11.4	11.5	-16.0
CN1CCC(=NNC(=O)c2ccc(N(Cc3ccccc3Cl)S(C)(=O)=O)cc2)CC1	2.8	13.8	-0.4	6.3	-0.7	2.7	-0.5	-5.3	-7.7	19.8	-3.5

Quoted at random: two compounds from above.
SMILES	KKLEB tox	NR2E3 ag-1	aDG glyco up	Peg3 promoter	NR2E3 ag-2	Shn3 3UTR inh	hiPSC survival	CF NFkB block	TRPM1 prom inh	HIF-2a inh	TWEAK Fn14 block
Cc1cc(C)cc(C(=O)NC(CC(N)=O)c2ccc(NCC3CC3)c([N+](=O)[O-])c2)c1 (stereo not drawn)	3.9	26.1	0.1	6.2	4.9	-17.8	2.9	-5.7	-8.1	4.5	1.9
CCC(C(=O)NCCCN1CCN(C)CC1)n1nc(C)c2sc3ccccc3c2c1=O (stereo not drawn)	1.5	-4.7	-0.4	-13.0	0.8	-15.9	-0.5	6.7	-2.3	11.0	36.9

More entries follow.
SMILES	KKLEB tox	NR2E3 ag-1	aDG glyco up	Peg3 promoter	NR2E3 ag-2	Shn3 3UTR inh	hiPSC survival	CF NFkB block	TRPM1 prom inh	HIF-2a inh	TWEAK Fn14 block
O=C(Cc1ccc([N+](=O)[O-])cc1)NCc1ccccn1	9.2	1.0	-0.4	-3.2	1.1	0.3	0.4	-7.9	-7.4	4.6	-7.5
COC(=O)Cn1c(=O)c2c(nc3n2CCCN3Cc2ccccc2)n(C)c1=O	5.2	-39.4	-0.2	2.6	1.1	20.9	0.3	-16.4	10.7	8.8	14.4
O=C(CCc1ccccc1)N1CCN(C(=O)CCc2ccccc2)CC1	9.2	-10.7	0.1	18.5	x	-0.3	1.5	0.8	3.7	5.1	26.8
CC1CC(C)CN(CC(O)COC2CC(C)CC(C)(C)C2)C1 (stereo not drawn)	1.6	0.1	0.2	18.6	1.6	8.5	1.0	-0.2	6.0	12.7	-36.8
COc1ccc(-n2nc3c(c2NC(=O)CC(C)C)CS(=O)C3)cc1 (stereo not drawn)	3.3	-41.0	-0.2	1.9	1.4	9.6	0.0	6.6	6.6	9.8	3.3
O=C(c1ccco1)N1CCN(Cc2nnnn2CC2CCCO2)CC1 (stereo not drawn)	5.6	1.5	0.6	3.6	-2.0	14.0	3.4	3.9	8.8	13.3	-17.2
COc1cccc(CNC(=O)C2CCN(S(=O)(=O)c3cccc4nonc34)CC2)c1	10.6	28.8	0.0	11.2	-1.5	21.1	-0.4	-20.0	-8.0	1.4	0.1
CCCNc1[nH]c(=O)n(C)c(=O)c1N=O	-6.3	11.4	0.0	6.8	-5.6	-2.9	0.9	6.0	4.1	13.6	-32.2
CC(OC(=O)c1ccc2ccccc2n1)C(=O)c1ccccc1 (stereo not drawn)	1.7	-16.0	0.1	1.1	1.4	-14.2	-0.5	-5.2	9.4	-5.7	-11.2
Cn1c(=O)n(CC(=O)N2CCOCC2)c2ccccc21	-8.9	3.5	-0.3	8.3	-0.5	-9.5	5.2	-12.7	0.6	21.4	-2.7
Cc1ccc(Nc2cc(C)nc(N3CCOCC3)n2)c(C)c1	-1.8	-6.4	0.0	-6.7	0.2	-2.2	-0.4	8.6	0.9	13.0	12.6
CCC1(C)Cc2ccccc2-c2nc(NCCO)[nH]c(=O)c21 (stereo not drawn)	6.2	14.9	0.1	4.0	5.8	10.2	-3.4	-0.9	-0.2	-2.3	16.9
CC(=O)NC(c1ccc(C(C)C)cc1)c1ccc2cccnc2c1O (stereo not drawn)	5.2	-30.3	-0.5	56.7*	3.7	92.0*	-0.4	-8.0	u	11.9	13.6
CCc1c(C)sc(NC(=O)c2cc(-c3ccco3)on2)c1C#N	3.5	-12.3	0.1	24.7	2.9	-1.5	-1.1	-6.6	3.0	-122.8	17.9
COc1ccc(-c2c(-c3ccc(O)cc3O)n[nH]c2C)cc1OC	-5.3	-25.9	-0.1	10.1	-1.3	1.5	-2.7	7.1	4.4	28.8	25.1
CCN(CC)S(=O)(=O)c1cccc(NC(=O)CCSc2ccc(Cl)cc2)c1	-1.3	10.1	-0.1	27.8	1.0	6.2	1.4	-18.6	1.8	16.6	19.6
COC(=O)c1ccc(N2C(c3cc(OC)cc(OC)c3)=Cc3ccc(-c4ccc(C(N)=O)cc4)cc3C2CC(=O)C2CC2)cc1 (stereo not drawn)	x	-22.1	3.2	x	x	x	-0.2	x	x	12.9	-7.0
CCc1nc(SCC(=O)Nc2cc(C)on2)c2c(C)c(C)sc2n1	-1.9	-31.7	0.3	16.8	1.2	10.8	0.5	1.5	11.7	12.6	7.2
CCCCOP(=O)(c1ccc(N(C)C)cc1)C(O)c1ccc(C(C)C)cc1 (stereo not drawn)	6.2	16.8	0.2	11.5	-3.3	12.1	-0.6	2.7	-4.6	23.8	7.7
Cc1ccccc1-n1nnnc1-c1ccccc1	-3.2	-5.9	0.0	14.8	-0.3	2.2	-1.7	8.9	11.2	8.0	9.1
Cc1ccc2c(c1)N(CC(=O)c1cccc(Cl)c1)C(=O)C(C)O2 (stereo not drawn)	3.4	-1.0	0.7	14.3	-0.7	-6.1	3.2	-4.8	9.9	6.9	-11.1
C=CCSc1nnc(CCCCCN2C(=O)c3cccc4cccc(c34)C2=O)o1	-4.0	-12.8	0.3	24.7	-1.0	13.2	-0.9	-15.3	37.6	-16.4	18.1
O=C1N[C@@H](c2ccccc2)COC(=O)[C@@H](Cc2ccc(F)cc2)CC/C=C/C[C@H]1CC(=O)N(CCO)Cc1ccccc1	-7.9	-3.4	-0.4	52.4*	x	-5.4	-0.8	36.8	-2.1	-11.1	42.0
CCOc1ccc(N/C=C/C(=O)c2ccc(OC)cc2)c([N+](=O)[O-])c1	-6.2	-74.6	-0.3	-140.8	-0.2	-65.6	0.1	0.0	-96.2	-175.6	-1.7
O=C(/C=C/c1ccc(OCCCF)cc1)N1CCOCC1	7.2	-93.9	0.0	-145.7	-3.8	-52.9	-0.4	-0.4	-56.7	-162.6	4.9
COc1ccccc1/C=N/NC(=O)CNC(=O)c1ccc(S(=O)(=O)N2CCCC2)cc1	2.6	-17.6	-0.2	5.7	1.8	11.9	-0.5	6.4	22.9	3.1	-3.1
CCCCCC(=O)NC(=S)Nc1ccc(N2CCCCC2)c(Cl)c1	-4.5	-10.7	0.1	5.8	-1.2	6.5	-1.9	-7.4	0.0	7.1	-0.9
Cc1ccc(NCC(=O)N=Nc2c(O)n(C)c3ccccc23)cc1	4.5	-56.5	0.0	-88.7	-2.0	-70.1	-1.5	-6.0	-11.1	-256.0	-32.3
Brc1ccc(-c2nnc3c4ccccc4nc(N4CCOCC4)n23)cc1	14.1	80.0*	-0.3	-10.3	-0.2	-39.8	-2.1	-30.8	-4.0	-55.8	-5.7
COc1cccc(NC(=O)C2CCN(S(=O)(=O)c3ccc4c(c3)OCCO4)CC2)c1	11.7	15.2	-0.1	9.2	-1.6	17.3	-2.6	-5.6	7.3	16.5	22.6
Cc1ccc(N(C(=O)c2ccc3c(c2)OCO3)C2C=CS(=O)(=O)C2)cc1 (stereo not drawn)	9.8	8.1	-0.1	16.6	5.0	1.1	-0.2	-4.8	2.1	-3.8	-20.2
CCOC(=O)Cc1csc(NC(=O)COc2ccc(OC)cc2)n1	-3.9	-8.0	-0.3	6.8	3.5	-7.8	0.5	-0.6	4.8	11.2	-3.5
COc1ccc(NC(=O)c2ccco2)cc1N	-5.5	-10.5	-0.3	-95.7	-4.4	-20.8	-1.3	-3.6	-32.6	-84.0	-9.6
CCc1ccc(NC(=O)C/C(C)=N/NC(=O)OCc2ccc(OC)cc2)cc1	10.8	11.4	0.1	-32.3	-2.2	7.5	-1.3	-14.5	-11.5	-30.1	-20.5
CCN(CC)CCn1c(=S)[nH]c2cc(C(=O)NCc3ccc(C)cc3)ccc2c1=O	-12.5	-0.6	0.1	10.2	-1.1	4.9	0.0	-1.5	-13.2	-0.3	-16.8
COC(=O)c1ccc2nc(-c3ccc(F)cc3)c(Cc3ccc(OC)cc3C)n2c1	-11.1	12.3	-0.1	-171.0	x	-30.7	0.0	-15.8	x	-106.7	-6.8
